core dimer inh = inhibitors of HCV core protein dimerization, primary screen, biochemical, TR-FRET, high-throughput; actives 0.33% (n = 300,000); TR-FRET GST/Flag-core106 dimerization, 1536-well; inhibition, % at 5 µM;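 active = inhibition above the mean of all tested compounds plus 3 SD, set per screening campaign, cut at about 45% in these data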
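System – GST-tagged and Flag-tagged HCV core protein residues 1-106 · Repeats – one well for each compound · Technique – TR-FRET 671 and 617 nm emission · Doses – one concentration, 5 µM, in 0.5% DMSO · Times – 4 h, 22.5 °C incubation · Also added – Eu donor and XL665 acceptor anti-tag antibodies · Measure – percent inhibition of core106 dimerization signal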
TPT1 inhibitor = Candida albicans TPT1 enzyme inhibitors, primary screen, biochemical, fluorescence polarization; tRNA 2'-phosphotransferase TPT1 (Candida albicans SC5314); recombinant caTPT1, FP RNA substrate dephosphorylation; inhibition, % at 5 µM; actives 0.81% (n = 300,000); AID 1962, 2009;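 active = inhibition above the mean of all tested compounds plus 3 SD, set per screening campaign, cut at about 24% in these data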;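 note: plate controls were DMSO alone for no effect and ferristatin control at 100 nM for full effect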
PAFAH2 FP inh = PAFAH2 enzyme inhibitors, primary screen, biochemical, fluorescence polarization, human; Platelet-activating factor acetylhydrolase 2, cytoplasmic (Homo sapiens), Q99487; recombinant PAFAH2, FP-rhodamine activity probe; inhibition, % at 3.39 µM; actives 0.99% (n = 340,000); AID 492956, 2010;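 active = inhibition above the mean over all tested compounds plus 3 SD, cut at about 30% in these data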;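 note: inhibitors block probe labeling of enzyme so polarization drops; 0% = enzyme with DMSO and 100% = wells lacking PAFAH2 protein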
Fh CTSL1 inh = Fasciola hepatica cathepsin L1 inhibitors, primary screen, counter-screen for PFM18AAP inhibitor project, biochemical, QFRET, fluorogenic peptide substrate; recombinant F. hepatica cathepsin L1, Z-Leu-Arg-MCA fluorescence; inhibition, % at 5.96 µM; actives 0.49% (n = 300,000);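 active = inhibition above the mean of all tested compounds plus 3 SD, set per screening campaign, cut at about 17% in these data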;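 note: 0% = plate median of test compound wells and 100% = 1 µM Z-Phe-Ala-diazomethylketone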
procasp7 counter = procaspase-7 activators, primary screen, counter-screen for procaspase-3 activator project, biochemical, absorbance, HTS, human; recombinant procaspase-7, Ac-DEVD-pNA absorbance 405 nm; D23A/D198A/D206A triple mutant, cannot self-cleave; scale: DMSO 0, 5 µM enzyme 100; activation, % at 8.5 µM; actives 0.093% (n = 330,000);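 active = percent activation above the screen-wide mean plus 3 SD, cut at about 25% in these data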
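Assay system: Uncleavable procaspase-7 mutant enzyme | Input: 2 µM procaspase-7 mutant as dispensed | Timing: 1 h compound preincubation, 2 h substrate cleavage, 25 °C | Repeats: One well per compound | Control set: DMSO wells as 0%, DMSO with 5 µM added PC-7 as 100% | Technique: Epi-absorbance of released pNA at 405 nm, two timepoints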
PP5 primary = PP5 phosphatase inhibitors, primary screen, biochemical, fluorescence; purified PP5c, OMFP substrate fluorescence; inhibition, % at 6.7 µM; actives 0.18% (n = 320,000); AID 1987, 2009;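 active = inhibition above the campaign's mean inhibition across all tested compounds plus 3 SD, cut at about 9.5% in these data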;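 note: 0% = DMSO only and 100% = 100 µM cantharidin control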
Target sequence (P53041 whole entry, looked up): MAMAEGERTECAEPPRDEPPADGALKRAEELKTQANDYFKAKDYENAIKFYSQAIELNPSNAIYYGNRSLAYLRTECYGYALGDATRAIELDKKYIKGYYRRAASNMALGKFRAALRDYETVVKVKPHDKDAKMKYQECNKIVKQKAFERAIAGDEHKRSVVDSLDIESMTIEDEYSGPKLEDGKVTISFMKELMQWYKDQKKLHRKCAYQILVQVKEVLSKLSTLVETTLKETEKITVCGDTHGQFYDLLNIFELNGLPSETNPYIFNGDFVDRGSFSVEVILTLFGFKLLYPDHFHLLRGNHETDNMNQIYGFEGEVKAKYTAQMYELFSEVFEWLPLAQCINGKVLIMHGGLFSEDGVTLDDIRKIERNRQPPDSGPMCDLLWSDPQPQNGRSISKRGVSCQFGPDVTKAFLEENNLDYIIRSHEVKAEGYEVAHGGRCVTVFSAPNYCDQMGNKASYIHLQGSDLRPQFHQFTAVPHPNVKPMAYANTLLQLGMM
PP1 counter = PP1-alpha phosphatase inhibitors, primary screen, counter-screen for PP5 inhibitor project, biochemical, fluorescence, OMFP substrate, single point | Serine/threonine-protein phosphatase PP1-alpha catalytic subunit (Homo sapiens), P62136 | purified PP1alpha | inhibition, % at 6.7 µM | actives 0.9% (n = 320,000);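 active = inhibition above the mean inhibition of all tested compounds plus 3 SD, computed separately for each screening campaign, cut at about 15% in these data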
Target sequence (P62136 whole entry, looked up): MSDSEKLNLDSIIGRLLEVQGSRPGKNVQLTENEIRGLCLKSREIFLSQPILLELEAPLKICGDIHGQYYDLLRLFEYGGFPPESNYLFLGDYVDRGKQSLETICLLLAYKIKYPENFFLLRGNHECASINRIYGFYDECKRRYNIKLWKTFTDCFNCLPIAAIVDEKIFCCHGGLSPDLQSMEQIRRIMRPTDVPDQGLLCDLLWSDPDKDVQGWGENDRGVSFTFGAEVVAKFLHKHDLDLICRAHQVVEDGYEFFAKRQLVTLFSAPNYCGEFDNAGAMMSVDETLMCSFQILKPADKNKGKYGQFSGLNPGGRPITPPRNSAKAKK
proCasp3 act = activators of human procaspase-3 D3A mutant, primary screen, biochemical, absorbance, PC-3 D3A mutant, single concentration; actives 0.11% (n = 330,000); Caspase-3 (Homo sapiens), P42574; activation, % at 8.5 µM; recombinant procaspase-3 D3A, Ac-DEVD-pNA absorbance 405 nm;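 active = activation above the mean of all tested compounds plus 3 SD, cut at about 21% in these data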;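 note: 0% = DMSO alone and 100% = DMSO wells spiked with extra 5 µM PC-3 D3A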
Target sequence (P42574 whole entry D9A/D28A/D175A): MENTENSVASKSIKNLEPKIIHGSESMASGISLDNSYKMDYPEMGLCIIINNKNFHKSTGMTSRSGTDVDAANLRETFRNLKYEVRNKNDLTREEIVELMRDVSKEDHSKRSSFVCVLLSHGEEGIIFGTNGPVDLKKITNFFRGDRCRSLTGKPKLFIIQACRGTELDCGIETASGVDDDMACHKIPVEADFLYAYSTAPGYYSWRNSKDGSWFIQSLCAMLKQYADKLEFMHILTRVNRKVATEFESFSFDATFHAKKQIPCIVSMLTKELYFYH
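assay system = Procaspase-3 D3A mutant | signal = absorbance at 405 nm, 0 and 120 min | times = 1 h preincubation plus 2 h reaction at 25 °C | repeats = single replicate | read-out = % activation between DMSO and enzyme-spiked controls | medium = Zinc-free HEPES saline buffer with Triton X-100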
AHR activator = AHR activators, primary screen, cell-based, luminescence, luciferase reporter, human | AID 2796, 2010 | actives 2.5% (n = 320,000) | AHR-responsive luciferase reporter cells | Aryl hydrocarbon receptor (Homo sapiens), P35869 | activation, % at 5 µM; in the data active = activation above about 47%;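 note: 0% = vehicle wells and 100% = reference agonist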
The depositor's hits bear a star.

Start of the data: the first 2 records (preview)
Screening COc1cccc(C(=O)C2CN(c3ccccc3)CC2c2ccc(Cl)cc2)c1 (stereo not drawn) returned core dimer inh 3, TPT1 inhibitor -1, PAFAH2 FP inh 8, Fh CTSL1 inh -5, procasp7 counter -4, PP5 primary 2.6, PP1 counter 4, proCasp3 act 7 and AHR activator -6.
Screening Cc1cc(C(=O)COC(=O)c2cccnc2Cl)c(C)n1-c1c(C)n(C)n(-c2ccccc2)c1=O returned core dimer inh -4, TPT1 inhibitor 2, PAFAH2 FP inh 7, Fh CTSL1 inh 2, procasp7 counter 7, PP5 primary -1.1, PP1 counter -2, proCasp3 act -2 and AHR activator -1.

The list itself, previewed entries included:
Screening COc1cccc(C(=O)C2CN(c3ccccc3)CC2c2ccc(Cl)cc2)c1 (stereo not drawn) returned core dimer inh 3, TPT1 inhibitor -1, PAFAH2 FP inh 8, Fh CTSL1 inh -5, procasp7 counter -4, PP5 primary 2.6, PP1 counter 4, proCasp3 act 7 and AHR activator -6.
Screening Cc1cc(C(=O)COC(=O)c2cccnc2Cl)c(C)n1-c1c(C)n(C)n(-c2ccccc2)c1=O returned core dimer inh -4, TPT1 inhibitor 2, PAFAH2 FP inh 7, Fh CTSL1 inh 2, procasp7 counter 7, PP5 primary -1.1, PP1 counter -2, proCasp3 act -2 and AHR activator -1.
`COc1cc(C(=O)Nc2ccc(C(=O)O)cc2)ccc1OC(C)=O` gave core dimer inh -1, TPT1 inhibitor -2, PAFAH2 FP inh 1, Fh CTSL1 inh -3, procasp7 counter 13, PP5 primary 1.4, PP1 counter -1, proCasp3 act 6 and AHR activator 0.
Screening Cc1cc(C)cc(NC(=O)C(OC(=O)c2ccc(NC(=O)CC#N)cc2)c2ccccc2)c1 (stereo not drawn) returned core dimer inh 39, TPT1 inhibitor 11, PAFAH2 FP inh -91, Fh CTSL1 inh -4, procasp7 counter 14, PP5 primary 2.8, PP1 counter 14, proCasp3 act -1 and AHR activator 2.
COc1ccc(Cc2nnc(NS(=O)(=O)Cc3ccccc3)s2)cc1 was read as core dimer inh 5, TPT1 inhibitor -2, PAFAH2 FP inh 1, Fh CTSL1 inh -3, procasp7 counter 5, PP5 primary 0.9, PP1 counter 3, proCasp3 act -3 and AHR activator 0.
For COc1ccc(OC)c(C(=O)NC(CC(N)=O)c2ccc(N3CCN(c4ccccc4)CC3)c([N+](=O)[O-])c2)c1 (stereo not drawn) the results were core dimer inh 6, TPT1 inhibitor 0, PAFAH2 FP inh 4, Fh CTSL1 inh 1, procasp7 counter 0, PP5 primary 2.6, PP1 counter 2, proCasp3 act 4 and AHR activator 4.
Screening COc1ccc(NC(=O)c2cc(-c3ccccc3)on2)cc1OC returned core dimer inh -4, TPT1 inhibitor 2, PAFAH2 FP inh -2, Fh CTSL1 inh -1, procasp7 counter -8, PP5 primary 2.9, PP1 counter 4, proCasp3 act 1 and AHR activator -2.
Screening Cc1cc(/C(N)=N/OC(=O)c2ccccc2Cl)no1 returned core dimer inh -8, TPT1 inhibitor -5, Fh CTSL1 inh 16, procasp7 counter -5, PP5 primary 2.6, PP1 counter -4, proCasp3 act 9 and AHR activator 38.
`COc1cccc(C(C(=O)NC2CCCC2)N(Cc2cccnc2)C(=O)Cc2cccs2)c1` (stereo not drawn) gave core dimer inh -7, TPT1 inhibitor -2, PAFAH2 FP inh -2, Fh CTSL1 inh -1, procasp7 counter -9, PP5 primary 2.9, PP1 counter 2, proCasp3 act -4 and AHR activator -1.
Screening O=C(Cc1cccs1)N1CCN(S(=O)(=O)c2ccc(Br)cc2)CC1 returned core dimer inh 1, TPT1 inhibitor -1, PAFAH2 FP inh -6, Fh CTSL1 inh -7, procasp7 counter -1, PP5 primary 0.4, PP1 counter -7, proCasp3 act 3 and AHR activator 4.
COc1ccccc1N1CCN(C(=O)C2C3C=CC4(CN(Cc5ccccc5Cl)C(=O)C24)O3)CC1 (stereo not drawn) was read as core dimer inh 2, TPT1 inhibitor 0, PAFAH2 FP inh 2, Fh CTSL1 inh -1, procasp7 counter 5, PP5 primary -0.7, PP1 counter -3, proCasp3 act 4 and AHR activator -4.
c1csc(-c2nn[nH]n2)c1 was read as core dimer inh -5, TPT1 inhibitor 0, PAFAH2 FP inh -1, Fh CTSL1 inh -6, procasp7 counter -1, PP5 primary 1.7, PP1 counter -4, proCasp3 act 9 and AHR activator 4.
O=[N+]([O-])c1ccc(Cl)c(S(=O)(=O)/N=C(/c2ccccc2)N2CCOCC2)c1 was read as core dimer inh -3, TPT1 inhibitor -2, PAFAH2 FP inh 3, Fh CTSL1 inh -4, procasp7 counter -3, PP5 primary -0.7, PP1 counter 1, proCasp3 act -9 and AHR activator -1.
Screening COc1ccc(-n2c(=S)[nH]c3cc(C(=O)NCCCN4CCOCC4)ccc3c2=O)cc1OC returned core dimer inh 3, TPT1 inhibitor 1, PAFAH2 FP inh 6, Fh CTSL1 inh 1, procasp7 counter -3, PP5 primary 1.9, PP1 counter -6, proCasp3 act 8 and AHR activator -2.
For CCn1c(=S)sc2c(=O)n(-c3ccccc3)c(SCC(=O)NCc3ccco3)nc21 the results were core dimer inh 3, TPT1 inhibitor -1, PAFAH2 FP inh 10, Fh CTSL1 inh 0, procasp7 counter -3, PP5 primary 0.7, PP1 counter 4, proCasp3 act -2 and AHR activator 0.
Screening Cc1nn(Cc2c(Cl)cccc2Cl)c(C)c1C(=O)NCc1ccc(C)n1C returned core dimer inh 6, TPT1 inhibitor 5, PAFAH2 FP inh -2, Fh CTSL1 inh 2, procasp7 counter 2, PP5 primary 2.3, PP1 counter 1, proCasp3 act -6 and AHR activator -1.
`O=C(COc1ccc(Br)cc1Br)NC(=S)N1CCCc2ccccc21` gave core dimer inh -7, TPT1 inhibitor -3, PAFAH2 FP inh 7, Fh CTSL1 inh -1, procasp7 counter -11, PP5 primary 0.0, PP1 counter 2, proCasp3 act 8 and AHR activator 17.
Screening COc1ccc(NC(=O)CNS(=O)(=O)c2ccc(Cl)cc2)cc1 returned core dimer inh 8, TPT1 inhibitor 1, PAFAH2 FP inh 10, Fh CTSL1 inh 0, procasp7 counter -1, PP5 primary -1.6, PP1 counter 3, proCasp3 act 2 and AHR activator 2.
`CCCC(=O)c1cc2cc(Cl)ccc2oc1=O` gave core dimer inh 3, TPT1 inhibitor 0, PAFAH2 FP inh 4, Fh CTSL1 inh -5, procasp7 counter 2, PP5 primary 1.8, PP1 counter -3, proCasp3 act 2 and AHR activator 3.
CCCCCC(=O)C(=O)c1ccc(O)cc1O was read as core dimer inh -5, TPT1 inhibitor 1, PAFAH2 FP inh -2, Fh CTSL1 inh 3, procasp7 counter 2, PP5 primary -0.6, PP1 counter -3, proCasp3 act -1 and AHR activator 4.
For COc1ccccc1OCCC(=O)OCC(=O)Nc1cc(S(=O)(=O)N2CCOCC2)ccc1Cl the results were core dimer inh 2, TPT1 inhibitor -2, PAFAH2 FP inh -3, Fh CTSL1 inh -18, procasp7 counter 11, PP5 primary 1.5, PP1 counter -5, proCasp3 act 6 and AHR activator 1.
`CCc1nnc(NC(=O)CCC(=O)NC2CCCc3ccccc32)s1` (stereo not drawn) gave core dimer inh 0, TPT1 inhibitor 2, PAFAH2 FP inh 8, Fh CTSL1 inh 1, procasp7 counter 2, PP5 primary -0.9, PP1 counter 1, proCasp3 act 3 and AHR activator 9.
CC(C)CC(=O)Nc1cc([N+](=O)[O-])ccc1Cl was read as core dimer inh 2, TPT1 inhibitor 0, PAFAH2 FP inh 1, Fh CTSL1 inh 0, procasp7 counter 4, PP5 primary 1.6, PP1 counter -5, proCasp3 act 3 and AHR activator 1.
For Cc1ccccc1CNC(=O)CCNS(=O)(=O)c1ccc(OC(F)(F)F)cc1 the results were PAFAH2 FP inh 3, procasp7 counter -1, PP5 primary -0.4, PP1 counter -2, proCasp3 act 5 and AHR activator 1.
`CC(=O)c1ccc(N(CC(=O)NC2CCCCC2)C(=O)CNC(=O)c2ccco2)cc1` gave core dimer inh 7, TPT1 inhibitor 2, PAFAH2 FP inh -7, Fh CTSL1 inh 0, procasp7 counter 1, PP5 primary 1.2, PP1 counter -2, proCasp3 act -1 and AHR activator 1.
Screening COCC(C)n1c(SCC(=O)NC(=O)NC2CCCC2)nc2ccccc2c1=O (stereo not drawn) returned PAFAH2 FP inh -2, procasp7 counter 13, PP5 primary -0.7, PP1 counter 0, proCasp3 act 5 and AHR activator 1.
`COc1ccc(CC(=O)Nc2ccc(N3CCCCC3)cc2)cc1` gave core dimer inh 4, TPT1 inhibitor 0, PAFAH2 FP inh -1, Fh CTSL1 inh 2, procasp7 counter 2, PP5 primary 0.8, PP1 counter 2, proCasp3 act 1 and AHR activator 0.
Screening O=C(NCCc1ccc(F)cc1)c1ccc(Cl)c(S(=O)(=O)N2CCOCC2)c1 returned PAFAH2 FP inh 0, procasp7 counter 6, PP5 primary 2.9, PP1 counter 1, proCasp3 act 1 and AHR activator -1.
O=c1ccc(-c2nc3ccccc3n2Cc2ccccc2Cl)c[nH]1 was read as core dimer inh 7, TPT1 inhibitor -1, PAFAH2 FP inh 7, Fh CTSL1 inh -1, procasp7 counter -5, PP5 primary 3.1, PP1 counter -3, proCasp3 act -9 and AHR activator 3.
Screening CCNC(=S)NCc1ccco1 returned core dimer inh -7, TPT1 inhibitor -2, PAFAH2 FP inh -2, Fh CTSL1 inh 5, procasp7 counter 6, PP5 primary -1.4, PP1 counter -7, proCasp3 act -4 and AHR activator 6.
For O=C(NC1CCCCC1)c1ccc(Cn2cc(Br)cn2)o1 the results were core dimer inh 1, TPT1 inhibitor 1, PAFAH2 FP inh 4, Fh CTSL1 inh 0, procasp7 counter -7, PP5 primary 0.8, PP1 counter -2, proCasp3 act -2 and AHR activator 11.
Screening CCN(CCCNC(=O)CCn1c(=O)[nH]c2ccccc2c1=O)c1cccc(C)c1 returned core dimer inh -11, TPT1 inhibitor -4, PAFAH2 FP inh -2, Fh CTSL1 inh -2, procasp7 counter -7, PP5 primary -0.2, PP1 counter -4, proCasp3 act -1 and AHR activator -3.
Screening O=C(O)CC1S/C(=N/N=C/C2CC=CCC2)NC1=O (stereo not drawn) returned core dimer inh -1, TPT1 inhibitor 3, PAFAH2 FP inh 6, Fh CTSL1 inh 4, procasp7 counter -5, PP5 primary 0.6, PP1 counter -1, proCasp3 act 9 and AHR activator 0.
For Cc1ccccc1-c1nc(CS(=O)(=O)CC(=O)NC2CC2)c(C)o1 the results were core dimer inh -3, TPT1 inhibitor -1, PAFAH2 FP inh -1, Fh CTSL1 inh -5, procasp7 counter 4, PP5 primary 1.9, PP1 counter -2, proCasp3 act 5 and AHR activator 0.
